Screening data (PubChem BioAssay)
Lipid storage S3 – qHTS Assay for Lipid Storage Modulators in Drosophila S3 Cells. Potency in µM for hits, for the others lipid storage change, negative = inhibition, % at the top dose, mostly 46.1 µM. AID 2685. Drosophila S3 cells, BODIPY lipid droplet fluorescence, 18-24 h; cells fed with added oleic acid. 0.64% of 320,000 active; active means well fitted inhibition curve with a large enough effect in the signal ratio, with a control signal flat, not every such curve was filed as active; inconclusive means small, poorly fitted or top-dose-only effect, or effect the other way, or a change in a side signal; the % refers to the signal ratio
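Drosophila S3 cells loaded with oleic acid (400 uM, as added) and compounds at several concentrations; lipid droplets imaged by 488-nm laser-scanning cytometry, 500–530 nm intensity and object ratio to cell channel. Percent activity normalized to 20 uM Triacsin C.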
Lipid storage S3 cell count max – recorded beside Lipid storage S3, whose call it bears; cell number change, %; measured here: cell count max response;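 cells counted by Cell Tracker Red CMTPX staining in the red channel; peak over a dose series mostly up to 46.1 µM; percent activity relative to internal control wells on each plate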
* marks the source's active call; other numbers are inactive results; i = inactive; ? = inconclusive; / = not tested or not shown. On the % scale 0 is the no-effect control and ±100 the full control effect; potency means the concentration at half of the fitted maximal effect. An excerpt (hit frequency here may not be typical).

compound,Lipid storage S3,Lipid storage S3 cell count max
Cc1cc(-c2ccc(S(=O)(=O)N3CCN(c4ccc(F)cc4)CC3)s2)on1,i,6
CN(CC(=O)Nc1ccccc1Cl)C(=O)COC(=O)/C=C/c1cccs1,?,/
COc1cc(Cl)c(C)cc1NC(=O)CSc1nnc(-c2ccccn2)n1Cc1ccco1,?,/
N=c1c2c(-c3ccccc3)c(-c3ccccc3)n(Cc3ccco3)c2ncn1Cc1ccccc1,?,/
CCc1nnc(NC(=O)CSc2nc3[nH]c(=O)cc(O)c3s2)s1,?,/
CCC(NC(=O)CCc1ccccc1)c1ccccc1 (configuration not stated),?,/
COc1ccc(Br)cc1C1Nc2cccc3cccc(c23)N1,?,/
O=C1N/C(=C/c2cccs2)C(=O)N1Cc1ccc(Br)cc1,2%,2
Cc1nc2ccccc2c(=O)n1/N=C/c1ccc2ccccc2c1O,-24%,-2
Cc1ccc(-c2noc(CSc3nnnn3-c3ccccc3)n2)cc1,?,/
O=C(OCc1cccc([N+](=O)[O-])c1)c1ccc[nH]c1=O,37%,-19
O=C(c1cccs1)N1CCN(Cc2ccc3c(c2)OCO3)CC1,i,3
CC1CCCCC1NC(=O)CCCc1nc2ccccc2c(=O)[nH]1 (configuration not stated),?,/
CC(Oc1ccc(Cl)cc1)C(=O)OCC(=O)Nc1ncc(Cl)cc1Cl (configuration not stated),?,/
CC(=O)C1=C(O)C(=O)N(Cc2cccnc2)C1c1ccc(Cl)cc1 (configuration not stated),6%,18
COC(=O)c1c(-c2cccnc2)csc1NC(=O)c1ccc2c(c1)OCO2,-16%,-15
CC(C)(C)CC(C)(C)NC(=O)CSCC(=O)Nc1ccc2ccccc2c1,?,/
O=C(O)C1CC=CCC1C(=O)Nc1ccccc1Cl (configuration not stated),-8%,11
CCCCSc1nnc(-c2ccc(C)cc2)o1,i,-23
CCOC(=O)N1CCC(N(C(=O)Nc2ccc(CC)cc2)C(C)CC)CC1 (configuration not stated),-1%,7
CCC(=O)Nc1ccc2c(c1)ncn2C,?,/
O=C(CCc1nc2ccccc2s1)N1CCN(S(=O)(=O)c2cccs2)CC1,-9%,-17
CCOC(NC(=O)c1ccccc1)C(NC(=O)c1ccccc1)OCC (configuration not stated),?,/
Cc1ccccc1CCNC(=O)c1cc(C2CC2)nc2c1cnn2C(C)C,?,/
Cc1c(NC(=S)NC(=O)c2sc3ccccc3c2Cl)cccc1C(=O)O,?,/
CCNC(=S)Nc1cccc(NC(=O)c2ccccc2O)c1,-15%,3
COc1ccc(-c2nc(N)c(C#N)c(-c3cccnc3)c2C)cc1,-1%,16
COc1ccc2c(CC(=O)NCc3ccc4c(c3)OCO4)coc2c1,i,/
CCOC(=O)c1c(C)nc(SCC(N)=O)c(C#N)c1-c1ccccc1,?,/
CCN(c1ccccc1)S(=O)(=O)c1nnc(NC(=O)CC(C)C)s1,i,/

Some values from the entries so far:
Entry for CCNC(=S)Nc1cccc(NC(=O)c2ccccc2O)c1 under Lipid storage S3: -15%
Entry for O=C(CCc1nc2ccccc2s1)N1CCN(S(=O)(=O)c2cccs2)CC1 under Lipid storage S3 cell count max: -17

Sorted by count of non-hydrogen atoms (lowest first): 3 of the compounds above.
compound,Lipid storage S3,Lipid storage S3 cell count max
CCNC(=S)Nc1cccc(NC(=O)c2ccccc2O)c1,-15%,3
COc1ccc(-c2nc(N)c(C#N)c(-c3cccnc3)c2C)cc1,-1%,16
Cc1c(NC(=S)NC(=O)c2sc3ccccc3c2Cl)cccc1C(=O)O,?,/

(listing goes on)
compound,Lipid storage S3,Lipid storage S3 cell count max
CCCCn1c(SCC(=O)NC2CCS(=O)(=O)C2)nnc1-c1ccc(OC)cc1 (configuration not stated),?,/
Cc1ccc(N2C(N)=C(C#N)C(c3cccnc3)C3=C2CC(C)(C)CC3=O)cc1 (configuration not stated),?,/
CCOc1cc(C2C(C(=O)N3CCOCC3)=C(C)NC3=C2C(=O)CCC3)ccc1O (configuration not stated),-29%,2
CCC(CC)NC(=O)CSc1nnc(-c2c[nH]c3ccccc23)o1,8%,0
CCC1CCCCN1CCCNC(=O)CNC(=O)Cn1ccc2ccccc2c1=O (configuration not stated),-1%,-2
COc1cc(NC(=O)c2cnc(N)s2)cc(C(=O)Nc2cccc(C(F)(F)F)c2)c1,?,/
Cc1ccc(C(=O)N(CC(=O)NC2CCCC2)c2ccccc2C)s1,i,/
O=C(Nc1ccccc1)c1cc2c(=O)c3ccccc3oc2nc1C(F)(F)F,?,/
OC(CNCc1ccccc1C(F)(F)F)C(F)(F)F (configuration not stated),-19%,3
CCN(CC)S(=O)(=O)c1cccc(-c2nnc(SC(C)C(N)=O)n2CCc2ccccc2)c1 (configuration not stated),?,/
O=C1/C(=C\c2cc(Br)cc(Br)c2O)SC(=S)N1Cc1ccccc1,?,/
COc1ccc(NC(=O)CN(C)C(=O)CCNC(=O)Nc2ccccc2)cc1,?,/
O=C(COc1ccccc1)Nc1ccccc1C(=O)NC1CC1,?,/
CCSc1ncc(Cl)c(C(=O)Nc2ccc(S(N)(=O)=O)cc2)n1,9%,4
O=C(CSc1nnc(-c2ccncc2)n1-c1ccccc1Cl)Nc1ccc(C(=O)O)cc1,3%,7
CS(=O)(=O)N1CCN=C1SCc1cccc(F)c1,?,/
Cc1ccc(-n2nc3c(c2NC(=O)CC(C)C)CS(=O)C3)cc1 (configuration not stated),13%,-4
CC(C)c1nnc(NC(=O)c2nc(S(=O)(=O)Cc3ccccc3F)ncc2Cl)s1,1.6µM*,-18*
COC(=O)CC1NCCNC1=O (configuration not stated),0.033µM*,-8.4*
COc1ccccc1CNC(=O)C1CCN(S(=O)(=O)c2ccc3c(c2)OCCCO3)CC1,2%,-2
COc1ccccc1CCC(=O)OCC(=O)Nc1cc(S(=O)(=O)N2CCOCC2)ccc1C,16%,/
O=C(NC1CCS(=O)(=O)C1)c1cn(-c2ccccc2)nc1-c1ccccc1 (configuration not stated),?,/
O=C(CN1C(=O)c2cccc3cccc(c23)C1=O)NCCN1CCOCC1,-3%,-5
Cc1nc2ccccn2c1C(=O)NNC(=S)Nc1ccc(Cl)cc1,?,/
COc1cccc(N=Cc2ccc(O)cc2O)c1,?,/
Cc1ccccc1NC(=O)c1c(C)nn(-c2ccccc2)c1Cl,?,/
Cn1c(=O)c(C(=O)NC2CCCCCCC2)c(O)c2ccccc21,?,/
Cc1cccc(C)c1NC(=O)c1cnn(-c2ccccc2)c1C,?,/
CN1CCN(S(=O)(=O)c2ccc(Br)c3nsnc23)CC1,?,/
CC1=C(C(=O)OC2CCCCC2)C(c2cccnc2)n2nnnc2N1 (configuration not stated),?,/
C=C(C)Cn1c(SCC(=O)N/N=C/c2c(O)ccc3ccccc23)nc2ccccc2c1=O,?,/
Cc1cccc(OCCCC(=O)NC2CCCCC2)c1,?,/
O=C(Cc1c(F)cccc1Cl)Nc1cc(S(=O)(=O)N2CCCCC2)ccc1N1CCOCC1,?,/
CCc1cc2c(Nc3ccccc3O)nc(C)nc2s1,21%,4
O=[N+]([O-])c1ccc(C(O)CN2CCOCC2)cc1 (configuration not stated),?,/
COc1ccc(-c2noc(CN3CCOCC3)n2)cc1OC,15%,-18
COC(=O)C1=NNC2(C)C(=O)N(c3ccc(C)cc3)C(=O)C12 (configuration not stated),7%,4
COCCN(CCOC)c1nc(S(=O)(=O)c2ccc(C)cc2)c(Cl)s1,?,/
COC(=O)C1=C(C)Nc2c(c(=O)n(C)c(=O)n2C)C1c1ccc(C)cc1 (configuration not stated),?,/
COCCOC(=O)C(C#N)c1nc2ccccc2nc1N1CCN(Cc2ccccc2)CC1 (configuration not stated),i,-20
COc1ccccc1N1C(=O)CC(c2ccccc2)CC1=O,-11%,8
Cc1cc(C)c(S(=O)(=O)N2CCCCC2CCNC(=O)C(=O)NCCN2CCOCC2)c(C)c1 (configuration not stated),?,/
COC(=O)c1ccc(C(=O)OC)c(NC(=O)COC(=O)c2ccccc2OC)c1,?,/
COc1ccc(CN(C(=O)CNC(=O)c2ccco2)C(C(=O)NC2CCCC2)c2ccco2)cc1 (configuration not stated),-25%,/
Cc1ccc(NC2=Nc3ccccc3CC2)cc1,?,/
Cc1ccc(-c2cc(C(=O)Nc3ccc(S(=O)(=O)Nc4onc(C)c4C)cc3)[nH]n2)c(O)c1,17%,1
COc1ccc(CC(CN)c2ccccc2)cc1 (configuration not stated),3%,5
CC(C)c1nc2oc3c(NCC4CCCO4)ncnc3c2c2c1CCC2 (configuration not stated),14%,-8
O=C(Nc1cccnc1)c1cc2c(ccc3ccccc32)o1,?,/
O=[N+]([O-])c1cccc(N/N=C/c2ccc(N3CCOCC3)cc2)c1,?,/
O=C(CCNC(=O)c1ccc(Cl)cc1)Nc1ccc(Cl)cc1F,?,/
COc1ccc2c(c1)cc1n2CCN2CCCN=C12,i,10
COc1ccc(-c2noc(COc3ccc4c(c3)OCO4)n2)cc1,-17%,-14
COc1cccc(CNC(=O)Cc2csc(Nc3nc(=S)[nH]c4ccccc34)n2)c1,?,/
COc1ccc(CN(C)C(=O)c2ccc(NC(=O)CC3SC(N4CCCC4)=NC3=O)cc2)c(OC)c1OC (configuration not stated),?,/
CC1(C)CC(=O)C2=C(C1)NC(Nc1nc3ccccc3o1)=NC2c1ccccn1 (configuration not stated),-2%,0
COC(=O)C1CC(=O)c2sccc2C1 (configuration not stated),4%,13
Cc1noc(C)c1C(=O)N1CCCC(C(=O)c2cccc(C(F)(F)F)c2)C1 (configuration not stated),-6%,2
O=C(O)C(Cc1ccccc1)N1Cc2ccccc2C1=O (configuration not stated),?,/
O=S(=O)(NCCSc1nnnn1-c1ccccc1)c1cccs1,?,/

More entries follow.
compound,Lipid storage S3,Lipid storage S3 cell count max
Cc1cc(C(=O)OCC(=O)Nc2ccc(F)c(F)c2F)c(C)o1,?,/
Cc1cc(C)nc(N2CCCC(C(=O)NCc3cccc(C(F)(F)F)c3)C2)n1 (configuration not stated),?,/
CCn1c(COc2c(C)cccc2C)nnc1SCC(=O)N1CCN(c2ccccc2)CC1,3%,-1
CS(=O)(=O)c1ccc(Cl)c(NC(=O)COC(=O)c2c(Cl)cccc2Cl)c1,?,/
O=C(Oc1ccc(N2C(=O)CCC2=O)cc1)c1ccccc1,-2%,-20
CCOC(=O)CCCNC(=O)COC(=O)/C=C/c1ccc2c(c1)OCO2,?,/
CCOC(=O)c1ccc(NC(=O)CCN2C(=O)C3CC=CCC3C2=O)cc1 (configuration not stated),?,/
N/C(=N\OC(=O)COc1ccccc1Cl)c1ccc(Cl)cc1,2%,-26
Cc1cc(NC(=O)CCCN2C(=O)c3cccnc3C2=O)no1,i,/
COc1cccc(OC)c1OCCCCN1CCCCC1,i,/
COc1cccc(/C=C/c2nc(C#N)c(NCC(C)C)o2)c1,?,/
COC(CNC(=O)c1ccc2c(c1)ncn2-c1cccc(C)c1)OC,?,/
CCc1ccc(NC(=O)C(=O)N/N=C(\C)CC(=O)Nc2ccccn2)cc1,-9%,21
Cc1ccc2cccc(SCC(=O)NCC#N)c2n1,8%,-8
CCCCn1c(N)c(N(Cc2ccccc2OC)C(=O)COc2cc(C)ccc2Cl)c(=O)[nH]c1=O,?,/

Single records, as listed above. Values in the order: Lipid storage S3 | Lipid storage S3 cell count max
Profile of Cc1cc(C(=O)OCC(=O)Nc2ccc(F)c(F)c2F)c(C)o1 → ? | /
Profile of COc1cccc(/C=C/c2nc(C#N)c(NCC(C)C)o2)c1 → ? | /
Profile of COc1cccc(OC)c1OCCCCN1CCCCC1 → i | /
Profile of Cc1cc(NC(=O)CCCN2C(=O)c3cccnc3C2=O)no1 → i | /
Profile of CCc1ccc(NC(=O)C(=O)N/N=C(\C)CC(=O)Nc2ccccn2)cc1 → -9% | 21

Later entries:
compound,Lipid storage S3,Lipid storage S3 cell count max
COc1ccc(/C=N\NC(=O)c2ccccc2[N+](=O)[O-])cc1COc1c(F)c(F)c(F)c(F)c1F,-26%,-4
CCC1CCCCN1CCCNC(=O)Cn1cnc2sc(C)c(S(=O)(=O)N3CCC(C)CC3)c2c1=O (configuration not stated),-17%,17
CCN(C(=O)CSc1nc2ccccc2n1C)C1CCS(=O)(=O)C1 (configuration not stated),-15%,-24
CC(=O)c1ccc(OCC(O)CN2C(C)(C)CC(O)CC2(C)C)cc1 (configuration not stated),?,/
COc1ccc(N(C(C)=O)c2nc(C)cc(C)c2C#N)c(OC)c1,-5%,15
COC(=O)c1cc(NS(=O)(=O)c2ccc(N3CCOCC3)c([N+](=O)[O-])c2)cc(C(=O)OC)c1,?,/
CC(=O)Nc1cccc(NC=C(C#N)C#N)c1,5%,13
N#CC1=C(S)N(c2ccccc2)C(c2ccc(-c3ccc(Cl)c(Cl)c3)o2)NC1=O (configuration not stated),?,/
COc1ccc(C(=O)C2C(c3ccc(-c4ccccc4[N+](=O)[O-])o3)NC(=O)NC2(O)C(F)(F)F)cc1 (configuration not stated),-5%,-16
CCOC(=S)SCC(=O)N1CCc2cc(OC)ccc2C1C1C(=O)CCCC1=O (configuration not stated),-8%,-15
CCCCC(=O)Nc1nc2c(OC)ccc(OC)c2s1,?,/
Cc1noc(C)c1COC(=O)CNC(=O)c1cccc(F)c1,i,/
